Screens: PubChem BioAssay, several laboratories
Vc quorum ag – induces V. cholerae light production without autoinducers; V. cholerae BH1578 lux reporter, luminescence, 6 h; activation, % at 18.7 µM; 0.16% of 350,000 active; AID 588436; in the data active = activation mostly above about 9.7%, no sharp cut-off; inconclusive = no clear call, values can overlap the other calls; inactive = mostly below about 3.7%; also: not every result past the cut was called active; inactives centre near 0; reference of the scale not given here
SARS 3CLpro inh – SARS-CoV 3CLpro protease inhibition; P0C6X7; recombinant SARS-CoV 3CLpro, quenched FRET peptide cleavage; inhibition, % at 6 µM; 0.14% of 290,000 active; in the data active = inhibition above about 12%
CCHF vOTU inh – blocks the CCHF virus ovarian tumor domain protease; AID 651958; 0.55% of 370,000 active; inhibition, % at 11.5 µM; CCHFV vOTU protease, Pep-AMC fluorescence; in the data active = inhibition above about 30%; also: 0% = vehicle wells with enzyme and 100% = no enzyme wells
Yp Topo-I inh – inhibitors of Yersinia pestis topoisomerase I; activity, % at 10 µM; AID 504884; Y. pestis Topo-I cleavage product accumulation, plate reader; 0.064% of 360,000 active; in the data active = activity above about 50%, passing the limit was not always enough; inconclusive = no clear call, values can overlap the other calls; also: inactives centre near 2
DUSP3 inh – DUSP3 (human) phosphatase inhibition. recombinant VHR phosphatase, pNPP absorbance. AID 1654. 0.52% of 290,000 active. inhibition, % at 13.3 µM; in the data active = inhibition above about 50%; also: some compounds called inactive have numbers as strong as hits
BoNT A protease – blocks Botulinum neurotoxin A light chain protease; multiplex microsphere protease substrate cleavage, flow cytometry; inhibition, % at 10 µM; 0.17% of 360,000 active; also: plate controls were buffer without enzyme for full effect and enzyme alone for no effect
PfHsp40 rescue – restores yeast growth despite PfHsp40 toxicity; S. cerevisiae expressing PfHsp40, growth rescue, ATP luminescence; growth rescue, % at 12.5 µM; 0.68% of 340,000 active; in the data active = growth rescue above about 28%, passing the limit was not always enough; inconclusive = no clear call, values can overlap the other calls;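 also: yeast W303a lacking pdr1 and pdr3 grown in galactose medium; growth measured after three days at 30 °C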
Anthrax LF prot – inhibitors of Bacillus anthracis lethal factor protease; P15917; multiplex microsphere protease cleavage assay, LF; inhibition, % at 10 µM; 0.12% of 360,000 active; AID 588501; also: plate controls were buffer without enzyme for full effect and enzyme alone for no effect
TcdB GH inh – inhibitors of Clostridioides difficile toxin B glycohydrolase. P18177. TcdB glycohydrolase enzymatic assay, plate reader. inhibition, % at 9.99 µM. 0.24% of 350,000 active; in the data active = inhibition above about 10%
Target sequence (P18177 whole entry, looked up): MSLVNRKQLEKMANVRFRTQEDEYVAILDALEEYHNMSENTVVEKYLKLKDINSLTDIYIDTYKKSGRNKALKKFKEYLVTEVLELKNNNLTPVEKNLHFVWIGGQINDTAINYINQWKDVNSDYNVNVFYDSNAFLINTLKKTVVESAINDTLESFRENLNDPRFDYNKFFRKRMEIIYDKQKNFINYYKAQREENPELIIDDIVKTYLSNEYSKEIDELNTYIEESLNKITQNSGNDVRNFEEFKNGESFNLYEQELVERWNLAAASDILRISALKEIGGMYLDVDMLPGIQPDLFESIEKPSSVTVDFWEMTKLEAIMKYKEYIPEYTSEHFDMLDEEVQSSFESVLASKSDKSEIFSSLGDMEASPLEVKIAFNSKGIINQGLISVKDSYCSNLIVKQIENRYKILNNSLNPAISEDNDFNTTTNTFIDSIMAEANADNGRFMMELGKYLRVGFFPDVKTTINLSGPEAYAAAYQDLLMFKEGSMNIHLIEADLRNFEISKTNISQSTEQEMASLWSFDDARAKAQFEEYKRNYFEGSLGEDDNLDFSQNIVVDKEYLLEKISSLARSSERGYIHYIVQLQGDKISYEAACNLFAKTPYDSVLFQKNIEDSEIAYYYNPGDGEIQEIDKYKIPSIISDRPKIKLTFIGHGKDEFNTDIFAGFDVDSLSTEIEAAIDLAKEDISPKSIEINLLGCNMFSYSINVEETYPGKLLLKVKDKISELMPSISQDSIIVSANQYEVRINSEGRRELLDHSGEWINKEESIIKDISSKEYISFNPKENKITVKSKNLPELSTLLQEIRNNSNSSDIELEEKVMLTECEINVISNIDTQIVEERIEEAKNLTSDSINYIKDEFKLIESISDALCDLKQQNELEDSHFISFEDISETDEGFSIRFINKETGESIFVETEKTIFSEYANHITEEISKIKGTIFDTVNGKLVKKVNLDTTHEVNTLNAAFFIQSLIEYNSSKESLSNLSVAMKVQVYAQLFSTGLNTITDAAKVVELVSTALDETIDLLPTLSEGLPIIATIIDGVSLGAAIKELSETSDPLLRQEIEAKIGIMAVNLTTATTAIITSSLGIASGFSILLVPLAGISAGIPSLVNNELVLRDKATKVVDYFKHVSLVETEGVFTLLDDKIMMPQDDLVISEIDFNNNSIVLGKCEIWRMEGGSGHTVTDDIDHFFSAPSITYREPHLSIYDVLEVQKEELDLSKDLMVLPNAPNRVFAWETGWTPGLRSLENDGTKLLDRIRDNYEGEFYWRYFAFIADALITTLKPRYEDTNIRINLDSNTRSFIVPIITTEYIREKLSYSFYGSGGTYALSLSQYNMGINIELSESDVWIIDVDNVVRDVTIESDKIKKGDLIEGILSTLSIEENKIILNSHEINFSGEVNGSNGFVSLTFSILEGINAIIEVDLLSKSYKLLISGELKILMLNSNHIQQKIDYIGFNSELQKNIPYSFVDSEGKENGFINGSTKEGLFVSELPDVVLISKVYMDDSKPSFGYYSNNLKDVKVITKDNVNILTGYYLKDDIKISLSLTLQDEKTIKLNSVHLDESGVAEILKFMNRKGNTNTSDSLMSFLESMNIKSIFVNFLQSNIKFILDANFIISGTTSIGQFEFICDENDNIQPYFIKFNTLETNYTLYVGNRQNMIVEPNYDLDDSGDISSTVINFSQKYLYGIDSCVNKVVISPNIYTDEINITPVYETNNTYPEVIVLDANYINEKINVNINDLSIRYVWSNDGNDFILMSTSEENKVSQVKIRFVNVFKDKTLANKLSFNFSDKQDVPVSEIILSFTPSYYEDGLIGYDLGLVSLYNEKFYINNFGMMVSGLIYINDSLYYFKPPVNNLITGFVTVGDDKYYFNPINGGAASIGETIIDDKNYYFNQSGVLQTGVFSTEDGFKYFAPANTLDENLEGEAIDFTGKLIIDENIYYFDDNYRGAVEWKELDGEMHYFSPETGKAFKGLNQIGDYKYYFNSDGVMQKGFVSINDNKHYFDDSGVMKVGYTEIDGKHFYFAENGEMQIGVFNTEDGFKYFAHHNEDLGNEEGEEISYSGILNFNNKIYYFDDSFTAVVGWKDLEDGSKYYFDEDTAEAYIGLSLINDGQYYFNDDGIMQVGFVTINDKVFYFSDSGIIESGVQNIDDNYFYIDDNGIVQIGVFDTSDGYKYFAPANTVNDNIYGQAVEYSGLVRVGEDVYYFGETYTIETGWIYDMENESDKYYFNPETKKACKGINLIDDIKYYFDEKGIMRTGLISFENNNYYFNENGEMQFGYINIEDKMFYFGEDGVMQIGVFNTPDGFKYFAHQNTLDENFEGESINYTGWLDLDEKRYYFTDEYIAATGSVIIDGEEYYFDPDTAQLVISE
PriA SSB inh – K. pneumoniae PriA-SSBct interaction inhibition. 0.6% of 430,000 active. inhibition, % at 33 µM. AlphaScreen SSBct-PriA binding, biotinylated peptide; in the data active = inhibition mostly above about 37%, no sharp cut-off; inactive = mostly below about 20%;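 also: plate controls were negative control peptide for no effect and reference peptide for full effect; strong numbers were not always called active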
Numbers without * were called inactive; i = inactive; ? = inconclusive; / = not tested or not shown; & = joins results of further samples. Rule as the data show it, unless noted: active = inhibition above about 30%; inconclusive = no clear call, values can overlap the other calls; inactive = below that. The list is partial; the hit share may differ from the screen's.

1. CCCc1cc(=O)oc2cc(OCC(=O)N3C[C@H]4C[C@@H](C3)c3cccc(=O)n3C4)c(Cl)cc12
2. CC(=O)Nc1cccc(NS(=O)(=O)c2cc3c4c(c2)CCN4C(=O)CC3)c1
3. O=S(=O)(c1ccc(NC(=S)N2CCCCC2CO)cc1)N1CCOCC1 (configuration not stated)
4. COc1ccc2cnnc(SCC(=O)Nc3ccc(C(C)=O)cc3)c2c1OC
5. CC(C)CN(C(=O)CN1C(=O)C2CCCCC2C1=O)c1c(N)n(Cc2ccccc2)c(=O)[nH]c1=O (configuration not stated)
6. COc1ccc(-c2cc(C(=O)NCC3CCCO3)on2)cc1OC (configuration not stated)
7. Cc1nc(C)c(C(=O)OCC(=O)N(C)c2ccccc2)s1
8. COc1ccc(N=Cc2nc(-c3ccccc3)oc2OC(=O)c2ccccc2)cc1
9. Cc1[nH]n(-c2cccc3ccccc23)c(=O)c1/C=N/c1sc2c(c1C#N)CCC2
10. O=S1(=O)c2ccc(Br)cc2N2CCC[C@@H]2CN1Cc1ccccc1

screen / no.,1,2,3,4,5,6,7,8,9,10
Vc quorum ag,-0.3,-2.6,i,-0.3,i,-0.1,-0.3,2.5,0.8,-0.4
SARS 3CLpro inh,4,/,/,6,-3,1,/,2,5,/
CCHF vOTU inh,-2,-9,0,-6,7,14,-3,6,6,-1
Yp Topo-I inh,7,7,-3,4,10,4,9,0,-3,39
DUSP3 inh,12,/,/,3,7,-9,/,-4,-10,/
BoNT A protease,-0.5,-1.6,-0.6,2.3,0.3,0.3,-1.8,0.5,1.6,0.0
PfHsp40 rescue,4.1,-1.0,/,-1.1,0.9,3.9,-0.7,0.3,-0.4,6.8
Anthrax LF prot,2,-3,-2,4,1,0,-1,1,5,-1
TcdB GH inh,5.1,4.1,1.9,-0.3,0.1,-2.5,2.9,-0.2,/,1.5
PriA SSB inh,-14,6,/,-13,6,-15,-8,1,/,-1

11. CCCCn1c(N)c(N(CC)C(=O)c2ccc(C)cc2)c(=O)[nH]c1=O
12. O=C(C1CCCC1)N1CCN(S(=O)(=O)c2ccc(F)cc2)CC1
13. Cc1cc(C)c(COc2ccc(/C=N/n3c(C)n[nH]c3=S)cc2)c(C)c1
14. COc1ccc(C(=O)Nc2ccc(Cl)cc2F)cc1S(=O)(=O)N1CCCC1
15. O=C(CSCc1ccccn1)Nc1ccccc1
16. S=C(NCCCN1CCOCC1)Nc1cccc(Cl)c1
17. CCc1ccc(NC(=O)CCCOc2cc(=O)n(C)c3ccccc23)cc1
18. O=C1NC(=Nc2cccnc2)S/C1=C/c1ccc(F)cc1
19. O=C(Nc1ccc2ccccc2c1)c1cccnc1
20. Cc1cc(/C=N/NC(=O)c2ccncc2)c(C)n1-c1ccccc1

screen / no.,11,12,13,14,15,16,17,18,19,20
Vc quorum ag,-2.3,0.9,0.2,-8.7,-0.3,-1.1,-0.4,i,-0.3,i
SARS 3CLpro inh,0,3,1,/,1,-2,/,1,-4,-1
CCHF vOTU inh,6,-7,1,-1,3,-11,0,-9,9,-5
Yp Topo-I inh,2,1,47,13,5,-1,24,-9,3,-5
DUSP3 inh,8,-8,-11,/,5,30,/,0,8,8
BoNT A protease,-1.3,-6.8,0.2,1.3,-1.0,0.8,-0.2,0.5,0.8,-0.3
PfHsp40 rescue,-1.0,0.4,0.1,-1.0,0.6,-0.7,/,/,-1.4,0.8
Anthrax LF prot,8,12,-1,-4,-1,0,-4,-2,4,-1
TcdB GH inh,-0.8,0.8,/,-0.6,/,1.5,1.4,0.8,/,0.2
PriA SSB inh,-1,-7,/,-8,0,5,/,-4,1&-8,/

Record cards, as listed above.
Cc1[nH]n(-c2cccc3ccccc23)c(=O)c1/C=N/c1sc2c(c1C#N)CCC2 is listed as Vc quorum ag = 0.8; SARS 3CLpro inh = 5; CCHF vOTU inh = 6; Yp Topo-I inh = -3; DUSP3 inh = -10; BoNT A protease = 1.6; PfHsp40 rescue = -0.4; Anthrax LF prot = 5; TcdB GH inh = /; PriA SSB inh = /
COc1ccc(-c2cc(C(=O)NCC3CCCO3)on2)cc1OC (configuration not stated) is listed as Vc quorum ag = -0.1; SARS 3CLpro inh = 1; CCHF vOTU inh = 14; Yp Topo-I inh = 4; DUSP3 inh = -9; BoNT A protease = 0.3; PfHsp40 rescue = 3.9; Anthrax LF prot = 0; TcdB GH inh = -2.5; PriA SSB inh = -15

(further entries)
21. COc1ccc(CC(=O)N2N=C(C)CC2(O)C(F)(F)F)cc1 (configuration not stated)
22. CCOC(=O)[C@]12Cc3cc(C)ccc3[C@H]1N(CCC(=O)OC)C(=O)c1ccccc12
23. COc1ccc(CCNC(=O)C2CCN(C(=O)c3ccc(OC)c(OC)c3)CC2)cc1
24. O=C(NCc1ccccc1)c1cc2ccccc2o1
25. CC(=O)c1c(C)n(C2CCCCC2)c2ccc(O)cc12
26. OCC#CCSc1nnc(-c2ccc(Br)cc2)o1
27. O=C(COC(=O)c1cc(S(=O)(=O)N2CCOCC2)ccc1Cl)NCc1ccc2c(c1)OCO2
28. O=C(Nc1ccc(Cl)cc1C(F)(F)F)C(Sc1cccc[n+]1[O-])c1ccccc1 (configuration not stated)
29. CC[C@]12CC[C@H](O)CC1=CCC1C2CC[C@]2(C)C(=O)CCC12 (some centres not stated)
30. O=C(O)CSc1cc(NS(=O)(=O)c2ccc(Br)cc2)c2ccccc2c1O

screen / no.,21,22,23,24,25,26,27,28,29,30
Vc quorum ag,-0.2,/,i,-0.1,2.5,-1.9,0.3,i,i,1.6
SARS 3CLpro inh,3,/,1,1,-3,3,/,0,/,11
CCHF vOTU inh,-3,11,-11,22,15,4,-4,17,11,114*
Yp Topo-I inh,-7,/,-2,0,-4,4,13,-1,-3,7
DUSP3 inh,5,/,2,23,-10,5,/,17,/,34
BoNT A protease,-0.8,0.1,-1.4,-1.4,-0.8,0.1,1.1,-0.2,0.0,-4.0
PfHsp40 rescue,0.3,/,0.0,-1.0,0.0,0.1,-0.3,-0.7,/,0.4
Anthrax LF prot,1,-3,22,-2,2,2,-1,-1,-6,4
TcdB GH inh,/,1.7,6.2,/,0.6,/,1.2,1.0,0.3,-2.2
PriA SSB inh,-3,/,-7,1,1,-21,-5,5,2,4

31. COc1ccc(-c2noc(=O)n2Cc2ccc(F)cc2Cl)cc1
32. COc1cccc(OCC(=O)NNC(=O)c2ccc3ccccc3c2)c1
33. CC(C)(C)n1nnnc1C(c1ccccc1)N1CCN(c2ccccn2)CC1 (configuration not stated)
34. C=CCn1c(O)c(N=NC(=O)OCC)c2ccccc21
35. COc1ccccc1NC(=O)Cc1noc(CSc2nnc(N)s2)n1
36. Cn1c(=O)c(=O)n(C)c2cc(S(=O)(=O)NCc3ccc(Cl)cc3)ccc21
37. CNc1cncc(-c2cc(OC)c(OC)c(OC)c2)n1
38. CCOC(=O)C1CCCN(C(=O)c2sc3nc(C)nc(N(CC)CC)c3c2C)C1 (configuration not stated)
39. CC1CCN(S(=O)(=O)c2ccc(S(=O)(=O)N3CCC4(CC3)OCCO4)cc2)CC1
40. CC(CN1C(C)CCCC1C)OC(=O)c1cccc(Br)c1 (configuration not stated)

screen / no.,31,32,33,34,35,36,37,38,39,40
Vc quorum ag,i,i,/,-0.4,-0.5,-0.7,-1.6,i,3.7,i
SARS 3CLpro inh,-1,-4,/,4,-2,2,/,4,-2,3
CCHF vOTU inh,-1,7,-9,0,7,-6,-120,16,-10,-13
Yp Topo-I inh,7,17,/,-5,2,1,0,26,-2,3
DUSP3 inh,49,10,/,-2,-8,29,/,14,-2,-13
BoNT A protease,-2.0,-1.5,0.3,-0.4,0.1,-0.2,-0.1,-0.3,-0.4,-3.1
PfHsp40 rescue,1.1,0.7,/,1.3,-0.4,-0.4,/,-1.9,-0.3,0.2
Anthrax LF prot,12,-2,2,-3,-1,1,-5,0,-2,5
TcdB GH inh,1.7,-0.4,0.6,0.0,/,0.0,0.6,/,/,0.9
PriA SSB inh,-21,-25,/,-18,-4,-5,/,-20,-10,1

41. O=C(Cn1nc(-c2ccccc2)c2ccccc2c1=O)NN1CCOCC1
42. CN(c1ccccc1)S(=O)(=O)c1cc(C(=O)NCCCn2ccnc2)ccc1Cl
43. Cc1ccc(CNC(=O)CCNC(=O)Cn2ccc3ccccc3c2=O)o1
44. Nc1nc2c(s1)C(=O)CC(c1ccccc1)C2 (configuration not stated)
45. CCOC(=O)Cn1nc(Cc2ccccc2)c2ccccc2c1=O
46. CC1CCN(C(=O)CSc2nc(C3CC3)nc3ccccc23)CC1
47. Cc1nnc(Sc2c(N)n(C)c(=O)[nH]c2=O)s1
48. CCOC(=O)C1CN(C(=O)OCC)CC1=NNC(N)=O (configuration not stated)
49. CC(C)(C)Nc1nc(Cl)nc(NC2CCCCC2)n1
50. CN1CCCC1CCOC(C)(c1ccccc1)c1ccc(Cl)cc1 (configuration not stated)

screen / no.,41,42,43,44,45,46,47,48,49,50
Vc quorum ag,i,-1.5,/,i,/,-0.2,-0.3,-4.5,4.1,-1.1
SARS 3CLpro inh,3,/,0,0,4,0,-3,/,0,/
CCHF vOTU inh,0,10,-3,-10,14,14,-2,0,-8,12
Yp Topo-I inh,4,14,7,-1,-5,27,-7,-1,-3,-5
DUSP3 inh,21,/,26,6,8,2,24,/,40,/
BoNT A protease,?,-1.0,0.2,-0.2,0.3,-0.2,0.3,0.4,-1.0,-0.3
PfHsp40 rescue,13,-0.8,-1.2,0.1,0.2,0.8,-0.8,/,-0.2,-1.6
Anthrax LF prot,16,-4,-11,-4,-8,-13,1,2,-12,-9
TcdB GH inh,-0.8,1.0,/,/,/,-0.9,1.1,1.2,-0.6,2.6
PriA SSB inh,-3,14,0,-5,-6,4,4,/,-5,8

51. COc1cc(/C=C/C(=O)NCc2nc3ccccc3[nH]2)cc(OC)c1OC
52. CC(C)NS(=O)(=O)c1ccc(CCC(=O)NCc2ccccn2)cc1
53. Cc1ccc(C(=O)CSc2n[nH]c(C)n2)cc1
54. Cn1c(=O)n(CC(=O)NCC2CCCO2)c(=O)c2c3c(sc21)CCCC3 (configuration not stated)
55. O=C(N/N=C/c1c(-c2ccccc2)[nH]c2ccccc12)c1cccnc1
56. O=C(NCc1n[nH]c(=S)n1-c1ccc(F)cc1)c1ccc(S(=O)(=O)N2CCOCC2)cc1
57. CC(C)CCOP(=O)(c1ccc(N(C)C)cc1)C(O)c1ccc(N(C)C)cc1 (configuration not stated)
58. COc1ccc(C(=O)C[n+]2cccc(C)c2)cc1
59. O=C(NCC(c1cccnc1)N1CCOCC1)c1cccc(Cl)c1 (configuration not stated)
60. COc1ccc(CN2C(=O)c3oc4ccccc4c(=O)c3C2c2ccc(O)c(OC)c2)cc1 (configuration not stated)

screen / no.,51,52,53,54,55,56,57,58,59,60
Vc quorum ag,-0.1,i,-0.3,1.0,i,-0.2,i,-0.2,6.9,-0.4
SARS 3CLpro inh,2,-3,-4,-2,4,3,3,3,3,-2
CCHF vOTU inh,0,1,-7,10,6,9,-4,13,10,19
Yp Topo-I inh,4,-6,5,2,-3,-1,11,2,3,-1
DUSP3 inh,10,14,15,6,5,-13,-17,4,8,5
BoNT A protease,-0.1,0.2,-0.2,-0.9,-2.7,-0.7,-2.2,0.7,0.0,-0.4
PfHsp40 rescue,1.0,-0.4,-0.4,-1.5,-1.5,-0.6,0.7,0.3,0.3,-1.7
Anthrax LF prot,-5,-2,-4,0,-10,-2,-6,1,0,-1
TcdB GH inh,1.1,-0.5,/,0.1,2.3,1.5,-3.9,/,/,0.5
PriA SSB inh,-12,2,1,-12,/,-6,15,-3,-11,-2
